# Bioassay records from PubChem BioAssay.
# MITF primary: MITF inhibitors, primary screen, biochemical, AlphaScreen, human; 650,000 tested, 0.91% active; AlphaScreen MITF homodimerization, bead proximity signal; Microphthalmia-associated transcription factor (Homo sapiens), O75030; inhibition, % at 2.6 µM; AID 1259374, 2018; in the data active = inhibition above about 50%;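 note: 0% = vehicle wells with protein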
# Target sequence (O75030 whole entry, looked up): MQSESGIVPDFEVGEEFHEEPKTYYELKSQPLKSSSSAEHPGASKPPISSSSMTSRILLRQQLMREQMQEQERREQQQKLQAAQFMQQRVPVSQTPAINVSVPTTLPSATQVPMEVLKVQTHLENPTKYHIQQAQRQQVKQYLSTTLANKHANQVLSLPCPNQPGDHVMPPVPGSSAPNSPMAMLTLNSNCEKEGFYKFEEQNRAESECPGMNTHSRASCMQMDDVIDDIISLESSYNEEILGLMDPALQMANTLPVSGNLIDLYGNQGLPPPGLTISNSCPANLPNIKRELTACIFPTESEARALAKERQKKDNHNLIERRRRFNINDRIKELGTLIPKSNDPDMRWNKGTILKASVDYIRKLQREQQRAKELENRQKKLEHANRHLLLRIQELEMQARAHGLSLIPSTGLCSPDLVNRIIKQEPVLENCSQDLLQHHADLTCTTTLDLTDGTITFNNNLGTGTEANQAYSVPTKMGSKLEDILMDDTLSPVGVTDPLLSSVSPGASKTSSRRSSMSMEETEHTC
# FBW7 activator: FBW7 E3 ligase activators, primary screen, biochemical, AlphaScreen, human. F-box/WD repeat-containing protein 7 (Homo sapiens), Q969H0. AlphaScreen FBW7–phospho-cyclin E peptide binding, activator screen. normalized activity (activation), % at 26.1 µM. 650,000 tested, 0.13% active; in the data active = normalized activity above about 1.9%;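 note: purified mutant Fbw7 with reduced substrate affinity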
# TEAD-YAP inh: TEAD-YAP interaction inhibition, primary screen, TEAD-YAP interaction inhibitor project, luminescence, HEK-TIYL cells; TEAD-Gal4/YAP UAS-luciferase luminescence; inhibition, % at 9.12 µM; 640,000 tested, 1.4% active; AID 1259422, 2018; in the data active = inhibition above about 32%;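 note: 0% = median of test compound wells and 100% = reference inhibitor wells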
# GPR151 activ: activators of human GPR151, primary screen, cell-based, PathHunter beta-arrestin, luminescence; activation, % at 11.2 µM; 650,000 tested, 1% active; AID 1508602, 2020; PathHunter beta-arrestin GPR151 cells; G-protein coupled receptor 151 (Homo sapiens), Q8TDV0; in the data active = activation above about 4.9%;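 note: 0% = median of compound wells and 100% = cells with positive control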
# Target sequence (Q8TDV0 whole entry, looked up): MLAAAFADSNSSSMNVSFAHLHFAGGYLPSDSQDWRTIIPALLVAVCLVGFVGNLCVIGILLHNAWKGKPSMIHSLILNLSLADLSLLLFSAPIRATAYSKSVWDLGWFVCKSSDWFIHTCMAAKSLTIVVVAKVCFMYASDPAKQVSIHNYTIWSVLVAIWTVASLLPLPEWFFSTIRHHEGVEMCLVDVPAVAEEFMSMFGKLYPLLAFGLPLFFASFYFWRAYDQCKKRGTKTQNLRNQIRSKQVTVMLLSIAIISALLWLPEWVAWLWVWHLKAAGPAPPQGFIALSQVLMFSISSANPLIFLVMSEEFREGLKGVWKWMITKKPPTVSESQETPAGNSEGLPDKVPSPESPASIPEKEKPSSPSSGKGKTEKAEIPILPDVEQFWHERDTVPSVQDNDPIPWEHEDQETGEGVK
# An asterisk follows results filed as active; & = joins results of further samples. The order is random; any-hit rate near 3.4%.
1: COCc1cc(=O)n2[nH]c(C)c(-c3cccs3)c2n1
2: CC(=O)CCS(=O)(=O)c1ccc(Cl)cc1
3: CC(=O)c1ccc(OCC(O)CNCc2cccs2)cc1 (centres undefined)
4: CN1C2CCC1CC(N(CCc1c[nH]c3ccccc13)C(=O)c1ccccc1)C2 (centres undefined)
5: COc1ccccc1NS(=O)(=O)c1ccc2[nH]c(=O)sc2c1
6: N#C/C(=N\Nc1ccccc1Cl)C(N)=O
7: CCOC(=O)c1c(NC(=O)COc2cccc(C(F)(F)F)c2)sc2c1CCC(C)C2 (centres undefined)
8: CC(C)C(=O)CC(c1ccccc1)C1C(=O)NC(=O)NC1=O (centres undefined)

entry no.,1,2,3,4,5,6,7,8
TEAD-YAP inh,9,3,-3,2,6,-4,-4,6
FBW7 activator,-0.2,-0.1,0.0,0.1,0.0,-0.1,-0.1,-1.6
MITF primary,-5,-3,37,11,9,-7,3,-12
GPR151 activ,2.5,2.5,-1.2,1.5,0.6,-0.5,2.3,-0.5

9: O=C1OC(c2ccco2)=N/C1=C\c1ccco1
10: COc1ccc(-n2nc(C(=O)NCC(=O)Nc3ccc(OC)c(OC)c3)c3ccccc3c2=O)cc1Cl
11: Cc1ccc(C(=O)Nc2nc(-c3ccccc3)c(C)s2)s1
12: CC(=O)N(CN1C(=O)C2C3c4ccccc4C(c4ccccc43)C2C1=O)c1ccccc1C (centres undefined)
13: CN1CCc2cc(C(CNS(=O)(=O)c3ccc4c(c3)OCCO4)N3CCCC3)ccc21 (centres undefined)
14: CN1C(=O)c2ccc(NS(=O)(=O)c3ccc4c(c3)OCCO4)cc2C1=O
15: CCn1c(N)c(C(=O)N2CCOCC2)sc1=S
16: N#CC1=C(N)SC(N)=C(C#N)C1c1cccc(Oc2ccc(Cl)cc2)c1

entry no.,9,10,11,12,13,14,15,16
TEAD-YAP inh,-9,31,-25,4,6,1,-2,11
FBW7 activator,-0.1,0.1,-0.1,0.0,-0.1,-0.1,0.2,-0.1
MITF primary,-10,13,-5,12,4,-1,-2,1
GPR151 activ,-0.4,6.3*,3.8,0.2,-1.0,-1.0,-0.5,-0.2

17: CCCNC(=O)Cn1nnc2ccccc2c1=O
18: CCOC(=O)c1oc2ccccc2c1NC(=O)c1cc2cccc(OC)c2o1
19: CCOC(=O)N1CCC(NC2CCN(c3ccc(NC(=O)C4CCCC4)cc3)CC2)CC1
20: CCCN(CCC)c1nc(NCc2cccnc2)nc(OC)n1
21: Cc1cc(C)cc(N=Cc2cccc(O)c2O)c1
22: Cc1ccc(N(C(C)C(=O)NC2CC3CCC2C3)S(C)(=O)=O)cc1C (centres undefined)
23: COc1ccc(/C=N/Nc2ccc(Cl)cc2)cc1[N+](=O)[O-]
24: Cc1ccn2c(=O)cc(CNCC3(N4CCCCC4)CCCCC3)nc2c1

entry no.,17,18,19,20,21,22,23,24
TEAD-YAP inh,-3,12,8,-2,-8,3,-6,-3
FBW7 activator,0.1,0.1,-0.4,0.0,0.1,-0.1,0.1,0.1
MITF primary,19,2,-4,2,1,-7,22,-11
GPR151 activ,-0.8,0.3,-1.1,0.5,0.6,-0.2,0.1,0.1

# An excerpt from above in order of length of the SMILES, smallest number first:
21: Cc1cc(C)cc(N=Cc2cccc(O)c2O)c1
23: COc1ccc(/C=N/Nc2ccc(Cl)cc2)cc1[N+](=O)[O-]
22: Cc1ccc(N(C(C)C(=O)NC2CC3CCC2C3)S(C)(=O)=O)cc1C (centres undefined)
19: CCOC(=O)N1CCC(NC2CCN(c3ccc(NC(=O)C4CCCC4)cc3)CC2)CC1

entry no.,21,23,22,19
TEAD-YAP inh,-8,-6,3,8
FBW7 activator,0.1,0.1,-0.1,-0.4
MITF primary,1,22,-7,-4
GPR151 activ,0.6,0.1,-0.2,-1.1

# Other results follow:
25: COc1ccccc1C(=O)NCCc1csc(-c2ccc(C)cc2)n1
26: CCN(CC)CC(=O)Nc1c(C(=O)c2ccccc2)oc2ccccc12
27: COc1ccc(-c2cccc(C(=O)NCCN(C(C)C)C(C)C)c2)cn1
28: Cc1cc(NC2CC2)nc(-c2ccc(N3CCOCC3)nc2)n1
29: Cc1ccc2oc(-c3ccc([N+](=O)[O-])cc3)cc(=O)c2c1
30: COC(=O)c1cnc(N2CCC(C)CC2)c2ccccc12
31: Cc1ccc(CN2CCNC(=O)C2CC(=O)NCCCn2nnc3ccccc32)cc1 (centres undefined)
32: CCOc1ccc(S(=O)(=O)/N=C2/C=C(Cl)C(=O)c3ccccc32)cc1

entry no.,25,26,27,28,29,30,31,32
TEAD-YAP inh,5,2,-8,-8,-6,-3,-5,-1
FBW7 activator,0.1,-0.1,-0.1,-0.2,0.4,0.2,0.0,0.6
MITF primary,-4,4,-9,15,6,-11,-1,1
GPR151 activ,0.7,-1.3,-0.8,1.9,1.9,-1.1,0.0,1.1

33: OCC1CCCCN1Cc1ccc(F)c(F)c1 (centres undefined)
34: COc1ccc(/C=C(\C#N)C(=O)OCC(=O)NC23CC4CC(CC(C4)C2)C3)cc1
35: CN(C)c1ccc([N+](=O)[O-])cc1/C=C1/C(=O)NN(c2ccc(Br)cc2)C1=O
36: Cn1c(SCC(=O)NCCc2ccccc2)nnc1-c1c[nH]c2ccccc12
37: COc1ccc(CCCC(=O)NN)cc1C
38: COC(=O)C1CC(O)CN1C1=NC(=O)/C(=C\c2ccc(SC)cc2)S1 (centres undefined)
39: COc1ccc(C2c3sc(=O)[nH]c3SC3C(=O)NC(=O)C32)cc1 (centres undefined)
40: CN(C)CCCNC(=O)c1ccc2ccccc2c1O

entry no.,33,34,35,36,37,38,39,40
TEAD-YAP inh,-7,1,-9,6,3,4,0,4
FBW7 activator,0.0,0.6,0.0,-0.1,-0.1,0.0,0.1,-0.3
MITF primary,-10,17,-2,-16,10,6,6,-40
GPR151 activ,-0.2,1.0,-2.1,-0.1,1.1,-1.9,-1.4,0.6

41: CCC1CN(CCNC(=O)c2cc(C(C)C)on2)Cc2cc(OC)ccc2O1 (centres undefined)
42: COc1ccc(-c2cc(C(=O)NCCc3ccc(OC)c(OC)c3)no2)cc1
43: Nc1ccc(S(=O)(=O)Nc2ncccn2)cc1
44: O=C1C(=O)N(CCCn2ccnc2)C(c2cccnc2)/C1=C(/O)c1ccc(Cl)cc1 (centres undefined)
45: Cc1ccc(NC(=O)Cn2cnc3sc(C(=O)NCC4CCCO4)c(C)c3c2=O)cc1Cl (centres undefined)
46: CCc1cccc(NC(=O)CCc2nc(-c3ccc(OC)cc3)no2)c1
47: Nc1ccccc1Sc1nc2ccccc2[nH]1
48: O=C(Nc1ccc(Sc2nc3ccccc3s2)c(Cl)c1)c1cc([N+](=O)[O-])ccc1Cl

entry no.,41,42,43,44,45,46,47,48
TEAD-YAP inh,-4,11,-7,6,0,15,-11,32*
FBW7 activator,-0.1,0.0,-0.1&-0.2,-0.1,0.2,0.2,-0.3,0.0
MITF primary,-6,2,8&-7,-7,24,-2,-13,11
GPR151 activ,-0.4,0.1,2.5&1.2,-0.7,-0.9,-0.8,-4.8,-0.5

49: COC1=C2C[C@@H](C)C[C@H](OC)[C@H](O)[C@@H](C)/C=C(\C)[C@H](OC(N)=O)[C@@H](OC)/C=C\C=C(/C)C(=O)NC(=CC1=O)C2=O
50: NC(=O)c1ccsc1NC(=O)COC(=O)c1cccc(N2C(=O)c3ccccc3C2=O)c1
51: CCCNC(=O)CN(Cc1ccccc1)S(=O)(=O)c1cc(Cl)ccc1Cl
52: CC(=O)N(CN1C(=O)c2ccc([N+](=O)[O-])cc2C1=O)c1cccc(F)c1
53: CC1=NN(c2ccc(Cl)c(C(=O)O)c2)C(=O)/C1=C/c1ccc(F)cc1
54: CCCOc1cccc(C(=O)Nc2ccc3nn(-c4ccc(C)cc4)nc3c2)c1
55: Cc1ccc(C)n1-c1ccc(-c2ccnc3ncnn23)cc1
56: Cc1ccc(Cl)cc1N1C(=O)C2C(c3ccc(Cl)cc3)OC3(C(=O)c4ccccc4C3=O)C2C1=O (centres undefined)

entry no.,49,50,51,52,53,54,55,56
TEAD-YAP inh,-4,-2,-1,8,-15,-7,6,3
FBW7 activator,0.0,-0.1,0.3,0.0,-0.3,-0.1,0.2,-0.2
MITF primary,14,-9,9,2,18,4,19,-3
GPR151 activ,-1.5,0.9,2.5,1.1,2.0,0.1,-1.1,-1.0

# Some entries already given with just TEAD-YAP inh, MITF primary and GPR151 activ.
cpd	structure	TEAD-YAP inh	MITF primary	GPR151 activ
43	Nc1ccc(S(=O)(=O)Nc2ncccn2)cc1	-7	8&-7	2.5&1.2
44	O=C1C(=O)N(CCCn2ccnc2)C(c2cccnc2)/C1=C(/O)c1ccc(Cl)cc1 (centres undefined)	6	-7	-0.7

# (continued)
57: O=S(=O)(NNc1ncc(C(F)(F)F)cc1Cl)c1ccc(F)cc1F
58: CCc1ccc(-n2c(=S)sc3c(=O)[nH]c(SCC(=O)NCc4ccccc4)nc32)cc1
59: CCc1cccc(C)c1NC(=O)CN(c1cccc(Br)c1)S(C)(=O)=O
60: O=C(Nc1nc(-c2ccc(Br)cc2)cs1)c1cccc(Br)c1
61: O=S1(=O)N=C(Nc2ccc(S(=O)(=O)N3CCCCCC3)cc2)c2ccccc21
62: O=C(CSc1nnc(-c2ccccc2)o1)Nc1cccc(Br)c1
63: Cc1ccc(-c2cn3c4ccccc4nc3n2CCO)cc1
64: CCOC(=O)c1nn(CCO)c2c1CN(CCCc1ccccc1)CC2

entry no.,57,58,59,60,61,62,63,64
TEAD-YAP inh,-4,2,9,1,-2,-25,-19,4
FBW7 activator,0.1,-0.2,0.0,0.0,-0.2,0.0,0.2,1.7
MITF primary,-10,-8,2,7,11,0,-10,5
GPR151 activ,-0.1,0.1,-1.4,0.8,-0.2,0.7,1.1,-0.1

# Individual results from the results shown:
# For GPR151 activ, COc1ccccc1NS(=O)(=O)c1ccc2[nH]c(=O)sc2c1 has 0.6
# For FBW7 activator, COc1ccc(-n2nc(C(=O)NCC(=O)Nc3ccc(OC)c(OC)c3)c3ccccc3c2=O)cc1Cl has 0.1
# For MITF primary, CCc1ccc(-n2c(=S)sc3c(=O)[nH]c(SCC(=O)NCc4ccccc4)nc32)cc1 has -8

# (cont.)
65: COc1cccc(NC(=O)Cn2c(C)c(C(C)=O)c3ccccc32)c1
66: O=C(CN1C(=O)NC2(CCCCCCC2)C1=O)Nc1ccc(Br)cc1
67: O=C(OCCCN(C1=NS(=O)(=O)c2ccccc21)c1ccccc1)c1ccccc1F
68: CN(C)S(=O)(=O)c1ccc(N2CCCC2)c(C(=O)O)c1
69: Cc1cccnc1NC(=O)Cn1ncc2ccccc21
70: CCCCC(=O)Nc1ccc(C(=O)NNC(=O)c2ccc(C)c(Br)c2)cc1
71: Cc1occc1C(=O)NNC(=O)Nc1ccc(F)cc1F
72: COc1ccc2c(Cl)c(C(=O)NCc3ccccn3)sc2c1

entry no.,65,66,67,68,69,70,71,72
TEAD-YAP inh,17,-7,3,8,-14,1,-1,-59
FBW7 activator,-0.2,0.1,-0.1,-0.1,-0.1,0.0,0.0,0.0
MITF primary,6,-4,6,1,0,12,5,1
GPR151 activ,-0.3,0.1,1.0,1.6,1.7,3.1,-0.3,-0.2

# Five of the compounds above, tab-delimited:
entry	mol	TEAD-YAP inh	FBW7 activator	MITF primary	GPR151 activ
68	CN(C)S(=O)(=O)c1ccc(N2CCCC2)c(C(=O)O)c1	8	-0.1	1	1.6
69	Cc1cccnc1NC(=O)Cn1ncc2ccccc21	-14	-0.1	0	1.7
70	CCCCC(=O)Nc1ccc(C(=O)NNC(=O)c2ccc(C)c(Br)c2)cc1	1	0.0	12	3.1
71	Cc1occc1C(=O)NNC(=O)Nc1ccc(F)cc1F	-1	0.0	5	-0.3
72	COc1ccc2c(Cl)c(C(=O)NCc3ccccn3)sc2c1	-59	0.0	1	-0.2
